GLP-1R agonist – activates the human GLP-1 receptor; 380,000 compounds, 0.007% hits; HEK293 GLP-1R CRE-luciferase, luminescence, 4-6 h; cells express a hypersensitive GLP-1R form; Potency, µM (top dose mostly 45.6 µM), for inactives: at the highest dose activation, hits mostly activators; also: potency is read from the fitted curve at half-maximal effect; % of control where 0% means no effect
PTHR1 agonist – PTHR1 (human) receptor agonism; HEK293 GP2 PTHR1 cells, GloSensor cAMP luminescence, 1 h; Potency, µM (top dose mostly 115 µM), for the others: at the highest dose activation, actives largely listed as activators; 410,000 compounds, 0.075% hits; AID 743266; also: potency is read from the fitted curve at half-maximal effect; nearly all actives have a fitted effect of over 55% in size; some results filed as inactive show a strong effect at the top dose; inactives centre near -15; many of its hits are not listed in these tables
Target sequence (Q03431 whole entry, looked up): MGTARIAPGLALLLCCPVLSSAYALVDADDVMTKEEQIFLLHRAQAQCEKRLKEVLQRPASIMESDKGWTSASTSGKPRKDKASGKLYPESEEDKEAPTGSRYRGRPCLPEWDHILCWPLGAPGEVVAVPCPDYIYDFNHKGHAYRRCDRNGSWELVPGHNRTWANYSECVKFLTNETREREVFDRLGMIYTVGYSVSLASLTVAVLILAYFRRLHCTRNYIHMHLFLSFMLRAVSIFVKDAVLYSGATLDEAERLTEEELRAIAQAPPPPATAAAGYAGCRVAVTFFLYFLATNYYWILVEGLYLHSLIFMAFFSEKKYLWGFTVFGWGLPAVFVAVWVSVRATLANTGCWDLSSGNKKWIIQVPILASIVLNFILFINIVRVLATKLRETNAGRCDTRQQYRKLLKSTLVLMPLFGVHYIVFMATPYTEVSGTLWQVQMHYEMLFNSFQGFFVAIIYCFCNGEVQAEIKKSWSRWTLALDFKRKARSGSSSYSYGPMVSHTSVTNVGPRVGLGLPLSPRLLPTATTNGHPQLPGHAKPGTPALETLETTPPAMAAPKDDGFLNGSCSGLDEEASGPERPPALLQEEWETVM
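HEK-293-derived GP2 cells expressing PTHR1 and a GloSensor cAMP reporter, 3,000/well, plated overnight, given luciferin plus IBMX (each 0.5 mM as added) for 1 h at 37 °C, then compound for 1 h at 37 °C. Luminescence was read after 15 min at room temperature.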
Akt phos inh – blocks phosphorylation of Akt. Neuro2A IGF-stimulated pAkt S473 HTRF, 20 min; stronger effect = lower value. activity change, % for hits at 50 µM. 360,000 compounds, 0.32% hits. AID 651550; in the data active = activity change below about -80%; inconclusive = mostly about -51% to -80%; also: % is scaled to controls: 0 for no effect and ±100 for the full control effect
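Neuro2A cells (4,500/well, DMEM with 0.5% FBS) were treated with compound at a single 50 µM final concentration, stimulated with 6 nM IGF for 20 min at 37 °C, and lysed. Phospho-Akt Ser473 was read by HTRF as 665/615 ratio ×10^4.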
GLP-1R inv ag – inverse agonists of human GLP-1 receptor; P43220; HEK293 GLP-1R CRE-luciferase, luminescence, 24 h; GLP-1R form is constitutively active; Potency, µM (series often up to 38.3 µM), for inactives: top-dose activity change, negative = inhibition, most hits filed as inhibitors; 410,000 compounds, 1.6% hits; AID 624417; also: potency is read from the fitted curve at half-maximal effect; % is scaled to controls: 0 for no effect and ±100 for the full control effect; nearly all actives have a fitted effect of over 55% in size
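HEK293 cells stably co-expressing constitutively active GLP-1R and a cAMP-responsive luciferase reporter were seeded in DMEM with 10% Nu serum, given compounds after 12 h, and incubated 24 h at 37 deg C. Luminescence was then read.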
FUS yeast rescue – suppressors of FUS proteinopathy in yeast | S. cerevisiae FUS-expressing, growth rescue, OD600, 24 h | Potency, µM (highest dose often 76.6 µM), inactives show at the top dose growth rescue (activation), most hits filed as activators | 390,000 compounds, 0.24% hits;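 also: potency is read from the fitted curve at half-maximal effect; plate controls were DMSO vehicle for no effect and reference control for full effect; nearly all actives have a fitted effect of over 55% in size; some results filed as inactive show a strong effect at the top dose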
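Yeast expressing FUS under galactose induction, OD 0.005 in 2% galactose medium; compounds in a dilution series, 24 h at 30C. Growth rescue by absorbance at 600 nm; CP55940 positive control, DMSO negative.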
aSyn rescue – alpha-synuclein toxicity inhibition in yeast. Potency, µM (doses to about 46.1 µM), for the others: top-dose growth rescue (activation), usual class: activators. Yeast expressing alpha-synuclein, growth rescue, BacTiter-Glo, 24 h. 370,000 compounds, 0.14% hits. AID 652106; also: potency is read from the fitted curve at half-maximal effect; % of control where 0% means no effect; nearly all actives have a fitted effect of over 65% in size
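Galactose-induced alpha-syn yeast (OD600=0.02, raffinose-pregrown) + pinned cpd, 24 hr, 30 deg C; growth by BacTiter-Glo luminescence. Growth restoration scores as activation.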
Abeta yeast res – compounds reversing amyloid beta toxicity in yeast. yeast expressing A-beta42, growth rescue, OD600, 48 h; response scale: 0% DMSO, 100% iron-clioquinol control. Potency, µM (titrated, usually from 46.1 µM), for inactives: top-dose growth rescue, hits mostly activators. 410,000 compounds, 0.063% hits; also: potency is read from the fitted curve at half-maximal effect; nearly all actives have a fitted effect of over 55% in size
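Yeast growth medium received pinned compounds, then yeast cells expressing toxic A-beta were added; plates incubated at 30 C for 48 hr. Growth read as absorbance at 600 nm, normalized to DMSO and equimolar FeCl3 plus clioquinol controls.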
TDP43 rescue – rescues yeast growth from TDP-43 toxicity; TDP-43 expressing yeast growth rescue, BacTiter-Glo, 24 h; 410,000 compounds, 1.8% hits; Potency, µM (doses to about 46.1 µM), for the others: top-dose growth rescue (activation), most hits filed as activators; AID 652104; also: potency is read from the fitted curve at half-maximal effect; % of control where 0% means no effect; nearly all actives have a fitted effect of over 50% in size
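Luminescence from BacTiter-Glo reports growth of TDP-43-expressing yeast after 24 hr at 30 deg C with compound. Cells were raffinose-pregrown to mid-log, then seeded in galactose medium at OD600=0.02.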
D3 antag – antagonists of human D3 dopamine receptor. AID 652054. P35462. D3R cells, DiscoveRx beta-arrestin luminescence, antagonist mode; stronger effect = lower value. max response, negative = inhibition, %. 360,000 compounds, 2.5% hits; in the data active = max response below about -50%; inconclusive = no clear call, values can overlap the other calls; also: % is scaled to controls: 0 for no effect and ±100 for the full control effect; mostly tested at two doses, the higher about 12 µM
Target sequence (P35462 whole entry, looked up): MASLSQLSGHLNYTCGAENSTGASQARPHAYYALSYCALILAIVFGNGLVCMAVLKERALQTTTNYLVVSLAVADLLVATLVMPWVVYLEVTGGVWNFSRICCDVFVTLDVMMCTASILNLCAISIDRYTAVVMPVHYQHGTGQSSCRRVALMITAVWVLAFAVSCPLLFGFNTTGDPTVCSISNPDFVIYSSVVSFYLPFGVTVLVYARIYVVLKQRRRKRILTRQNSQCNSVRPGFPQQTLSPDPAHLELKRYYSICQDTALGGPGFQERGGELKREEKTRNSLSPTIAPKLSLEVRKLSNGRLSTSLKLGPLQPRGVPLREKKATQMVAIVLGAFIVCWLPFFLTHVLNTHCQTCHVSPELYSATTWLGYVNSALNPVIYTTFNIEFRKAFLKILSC
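Cells plated overnight at 1500 cells/well, then exposed to library compounds with dopamine controls for 90 minutes at 37 degrees C. DiscoveRx reagent added for 30–60 minutes at room temperature; luminescence read, quantitative HTS format.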
* = called active by the depositor; i = inactive; ? = inconclusive; . = no result given; & = joins results of further samples; [ ] = dose if it differs, or a comment. Unless noted, calls follow the shape of the dose curve; as a rule, active = well fitted curve in the direction sought with a large enough effect; inconclusive = small, poorly fitted or top-dose-only effect, or another doubt; inactive = no such curve, though single readings can be large; an effect the other way counts as inactive or inconclusive.

SMILES	GLP-1R agonist	PTHR1 agonist	Akt phos inh	GLP-1R inv ag	FUS yeast rescue	aSyn rescue	Abeta yeast res	TDP43 rescue	D3 antag
CCN1CCN(c2ccc(NC(=O)c3ccc(Cl)c(N4CCCC4=O)c3)cc2)CC1	17%	-16%	i	4%	15%	3%	3%	-10%	10
O=S1(=O)CC(N2CCN(CC3CC3)CC2)CN1CCc1ccccc1 (stereo unspecified)	-2%	-12%	i	-17%	-12%	-7%	-2%	21%	7
Cc1ccc(C23CC4CC(CC(NC(=O)NC(C)(C)CO)(C4)C2)C3)cc1	-3%	-29%	.	?	40%	.	-8%	22µM*	-18
N#C/C(=C(/O)c1ccc(-c2cccc([N+](=O)[O-])c2)o1)c1nc2ccccc2s1	1%	-22%	i	?	32%	-1%	-16%	-31%[inhibitor]	2
CS(=O)(=O)c1ccc2nc(NC(=O)CCNC(=O)c3ccc(Cl)cc3)sc2c1	5%	i	i	11%	-5%	3%	1%	19%	8
O=C1NCCN(Cc2ccoc2)C1CC(=O)N(CCO)Cc1ccccc1 (stereo unspecified)	1%	0%	i	9%	23%	-7%	9%	-3%	-2
CCN(CC)C(=O)c1[nH]cnc1C(=O)NCC(=O)OC(C)(C)C	-1%	i	i	-10%	-15%	1%	9%	5%	-13
CCCn1ccc2c(OCC(=O)Nc3ccc(C(F)(F)F)cc3)cccc2c1=O	.	i	.	10%	12%	.	-10%	22%	.
O=C(COC(=O)c1ccc(Cl)c(S(=O)(=O)N2CCCC2)c1)NCc1ccccc1	-4%	-17%	i	-8%	15%	4%	-3%	12%	12
NS(=O)(=O)c1cc2c(cc1Cl)NCNS2(=O)=O	0%&-2%	i	i	8%	-19%	-14%&1%&-4%	-11%	25%	8
CC(C)CN(C(=O)CC(C)c1ccccc1)c1c(N)n(Cc2ccccc2)c(=O)[nH]c1=O (stereo unspecified)	-25%	i	i	11%	11%	-4%	-17%	-5%	-9
Oc1ccc(-c2nccc(-c3cccs3)n2)cc1	16%	-19%	i	1%	6%	-2%	-21%	13µM*	-11
COc1ccc(NS(=O)(=O)c2cc(NC(=O)CCSc3ccccc3)ccc2OC)cc1	-2%	-13%	i	?	.	6%	-4%	?	39
COC(=O)c1c(-c2ccc(N(C)C)cc2)oc2c1C(OC)CCC2 (stereo unspecified)	20%	i	i	?	4%	-20%	-10%	0%	-2
CS(=O)(=O)ON=C1CCN(S(=O)(=O)c2ccccc2)CC1	3%	i	i	0%	-17%	13%	0%	7%	-9
CCOc1ccccc1C(=O)NCC(=O)OCC(=O)N1CCCC1	-3%	-5%	i	6%	.	-1%	-7%	-4%	-5
CCc1nnc(N/N=C/c2c(F)cccc2Cl)n1N	-1%	-3%	i	15%	-20%	0%	-9%	16%	-18
O=S(=O)(Nc1ccc(N2CCOCC2)cc1)c1ccc(Cl)s1	2%	-86%[inhibitor]	i	0%	26%	-7%	-18%	?	-9
Cc1c2cnn(CC(=O)NCCc3ccccc3)c(=O)c2c(C)n1Cc1ccccc1Cl	.	-84%[inhibitor]	.	-14%	21%	.	-7%	?	.
O=C1CCCC(=O)N1c1ccc(N2CCN(c3ccccc3)CC2)c([N+](=O)[O-])c1	0%	i	i	?	.	0%	11%	10%	-19
COc1ccc(-c2csc(C3=C(O)CN(CCCN4CCCC4=O)C3=N)n2)cc1OC	?	-25%	i	22%[0.307 µM]	29%	0%	9%	-12%	-5
C=CCNC(=S)N(CC)c1cccc2ccccc12	8%	-5%	i	?	3%	12%	21%	18%	-4
O=C(COC(=O)c1ccc(Br)o1)NC1CCCc2ccccc21 (stereo unspecified)	-2%	-30%	i	-1%	1%	-3%	-9%	-2%	-16
COc1cc(C(=O)NCCOc2cccc(C)c2)c(Br)c(OC)c1OC	0%	-8%[57.5 µM]	i	?	22%	-4%	-8%	13%	7
NC(c1ccc(F)c(F)c1)c1nc(-c2ccc3ccccc3c2)cs1 (stereo unspecified)	-4%	i	i	-12%	9%	-26%	0%	4%	3
Carrying on.
SMILES	GLP-1R agonist	PTHR1 agonist	Akt phos inh	GLP-1R inv ag	FUS yeast rescue	aSyn rescue	Abeta yeast res	TDP43 rescue	D3 antag
CCN(CC)c1ccc(-n2c(C)c(C(C)=O)c(C(C)=O)c2C)cc1	4%	-26%[57.5 µM]	i	?	-4%	0%	7%	21%	17
COc1cccc(C2Nc3cc(Cl)c(S(N)(=O)=O)cc3S(=O)(=O)N2)c1 (stereo unspecified)	-3%	i	i	-12%	24%	1%	15%	-3%	28
CCCOc1ccc(F)cc1-c1cc(C(=O)Nc2ccc(C(C)C)cc2)[nH]n1	-3%	i	i	?	-19%	-3%	-11%	-19%	?
COc1cc(C(=O)Nc2nnc(S(=O)(=O)N3CCCCCC3)s2)cc(OC)c1OC	-5%	-47%[inhibitor]	i	63%[activator]	?	1%	2%	-33%[inhibitor]	-7
COc1ccccc1NC(=O)COc1ccc2c(c1)OCO2	5%	-11%	i	1%	-2%	1%	-37%[inhibitor]	15%	-5
COc1ccc(C(=O)NC2CCCCCC2)cc1S(=O)(=O)Nc1ccc(Br)cc1	-5%	i	i	-4%	-32%	-2%	-9%[9.22 µM]	-5%	6
Cc1ccc(NS(=O)(=O)c2ccc3c(c2)NC(=O)CO3)cc1	-2%	i	i	5%	-18%	7%	.	3%	-11
Cc1cccc(NC(=O)c2cccc(N3CCCS3(=O)=O)c2)c1	.	-35%[inhibitor]	.	-3%	-27%	.	-15%	2%	.
CCOC(=O)[C@]12CCC=C1N(Cc1ccc3c(c1)OCO3)C(=O)[C@H](CC(=O)NCCc1ccccc1OC)C2	-1%	i	i	?	41%	1%	-3%	18%	1
COc1ccc(Cl)cc1NC(=O)Cn1c(NCCO)nc2ccccc21	3%	-9%	i	-5%[0.307 µM]	8%	-4%	12%	-3%	-13
O=C(CCN1C(=O)/C(=C/c2ccc3c(c2)OCO3)SC1=S)Nc1ccccc1	-2%	i	i	1%	.	-10%	13%	14%	14
COc1ccc(-c2nnc3sc(-c4ccccc4OC)nn23)cc1	-4%	-7%	i	0%	-11%	2%	15%	-9%	21
COc1cc(C(CC(=O)N2CCOCC2)c2c(OC)cc(OC)c3ccc(=O)oc23)cc(OC)c1OC (stereo unspecified)	-3%	i	i	7%	16%	2%	3%	1%	16
CCNC(=O)C1(C)CCN(Cc2ccc(-c3ccccc3)cc2)C1 (stereo unspecified)	8%	i	i	?	-13%	5%	-12%	10%	?
O=CN1CCN(C(=O)c2ccc(-c3nc4ccccc4s3)s2)CC1	1%	-32%[inhibitor]	i	6%	-1%	-2%	-8%	-4%	2
COc1ccc(CCNC(=O)COc2cc(C)cc3oc(=O)c(C)c(C)c23)cc1OC	3%	-31%[inhibitor]	i	15%	-9%	9%	1%	12%	32
Cc1c(/C=C2\SC(=Nc3cccc(C(=O)O)c3)NC2=O)c2ccccc2n1C	-1%	-23%	i	24%	20%	0%	21%	-1%	0
Cc1cc(NC(=O)CN2C(=O)/C(=C/c3cccc(Br)c3)SC2=S)no1	2%	i	i	-9%	7%	7%	-15%	-7%	16
Cc1cc(C(=O)O)c2c(=O)n(C)c(=O)n(C)c2n1	-3%	i	.	10%	-42%	.	4%	0%	.
Cc1cccc(N=Nc2c(N)n[nH]c2-c2ccc(Cl)cc2)c1	-14%	-2%[57.5 µM]	.	?	44%	-1%	-93%[inhibitor]	1%	-10
CCCCS/C(N)=N/N=C/c1cc(C)ccc1O	35%	i	i	10µM*	-13%	-2%	9%	?	-55*
COc1cccc(C(=O)NC(=O)Nc2ccc(-n3nc(C(F)(F)F)cc3C(F)(F)F)cc2)c1	.	-29%	.	13%	-24%	.	-10%	1%	.
Cc1ccccc1-c1ccc(=O)n(CC(=O)Nc2ccc(S(=O)(=O)N(C)C)cc2)n1	-2%	-3%	i	2%	-9%	-1%	-3%	6%	12
CCc1nc(CN(C)C(=O)C2CCC(=O)N(Cc3cccc(F)c3)C2)no1 (stereo unspecified)	-3%	i	i	-18%	-3%	0%	10%	3%	0

Screening data as filed in PubChem BioAssay.

The list is partial. The share of hits here may be higher or lower than overall.
